# PLC-gamma1 inh = PLC-gamma1 (human) inhibition, primary screen. AID 720700. P19174. hit rate 0.84% among 370,000. purified PLC-gamma1, fluorogenic substrate, fluorescence. inhibition, % at 12.2 µM; in the data active means inhibition above about 9.5%
# hcDAF-12 act = activates DAF-12 receptor from parasite H. contortus | HEK293 hcDAF-12 lit1-tk-luc reporter, luminescence; 0% DMSO, 100% Δ7-dafachronic acid | activation, % at 6.8 µM | hit rate 1.4% among 370,000 | AID 652067;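 active means activation above the mean of all tested compounds plus 3 SD, cut at about 5.5% in these data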;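 further: 100% = response to 3 µM Δ7-dafachronic acid high control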
# ADAM10 inh = inhibitors of human ADAM10. O14672. recombinant ADAM10, EDANS/DABCYL FRET peptide cleavage, 3 h. inhibition, % at 7 µM. hit rate 0.62% among 370,000;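 active means inhibition above a per-campaign cutoff equal to the mean of compounds falling between control-based bounds plus 3 SD, cut at about 20% in these data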;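 further: 0% = DMSO wells while the 100% control is not disclosed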
# Target sequence (O14672 214-748 limits assumed): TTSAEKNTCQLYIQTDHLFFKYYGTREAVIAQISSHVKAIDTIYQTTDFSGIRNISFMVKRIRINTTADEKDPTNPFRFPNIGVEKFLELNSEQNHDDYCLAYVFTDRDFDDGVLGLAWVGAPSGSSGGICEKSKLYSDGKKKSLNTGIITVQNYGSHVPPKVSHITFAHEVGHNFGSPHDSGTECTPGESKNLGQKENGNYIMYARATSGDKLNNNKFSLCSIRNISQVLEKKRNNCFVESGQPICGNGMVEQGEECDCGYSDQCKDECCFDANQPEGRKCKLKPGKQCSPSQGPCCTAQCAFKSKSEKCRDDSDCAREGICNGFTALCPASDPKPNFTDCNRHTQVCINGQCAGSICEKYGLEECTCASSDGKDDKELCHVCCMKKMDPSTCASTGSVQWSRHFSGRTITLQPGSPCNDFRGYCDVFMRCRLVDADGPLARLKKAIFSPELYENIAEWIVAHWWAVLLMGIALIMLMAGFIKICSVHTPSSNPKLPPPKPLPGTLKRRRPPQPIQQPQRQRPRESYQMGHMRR
# ssDAF12 agonist = activates DAF-12 receptor from parasite S. stercoralis; hit rate 1% among 370,000; AID 652126; activation, % at 6.8 µM; HEK293 ssDAF-12/GRIP1 lit1-tk-luc reporter, luminescence; % of 3 µM dafachronic acid response;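 active means activation above the mean over all tested compounds plus 3 SD, cut at about 0.9% in these data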;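 further: 0% = DMSO-only wells and 100% = 3 µM delta7-dafachronic acid wells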
# HGIII-sPLA2 inh = Inhibits HGIII-sPLA2 liposome hydrolysis, primary screen; QFRET BODIPY PC-A2 liposome hydrolysis, fluorescence; inhibition, % at 12.2 µM; hit rate 0.56% among 370,000; AID 743126;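 active means inhibition above mean plus 3 SD of compounds lying within the high and low control bounds, cut at about 19% in these data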;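 further: 0% = median of test compound wells and 100% = no enzyme DMSO wells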
# Target sequence (Q9NZ20 whole entry, looked up): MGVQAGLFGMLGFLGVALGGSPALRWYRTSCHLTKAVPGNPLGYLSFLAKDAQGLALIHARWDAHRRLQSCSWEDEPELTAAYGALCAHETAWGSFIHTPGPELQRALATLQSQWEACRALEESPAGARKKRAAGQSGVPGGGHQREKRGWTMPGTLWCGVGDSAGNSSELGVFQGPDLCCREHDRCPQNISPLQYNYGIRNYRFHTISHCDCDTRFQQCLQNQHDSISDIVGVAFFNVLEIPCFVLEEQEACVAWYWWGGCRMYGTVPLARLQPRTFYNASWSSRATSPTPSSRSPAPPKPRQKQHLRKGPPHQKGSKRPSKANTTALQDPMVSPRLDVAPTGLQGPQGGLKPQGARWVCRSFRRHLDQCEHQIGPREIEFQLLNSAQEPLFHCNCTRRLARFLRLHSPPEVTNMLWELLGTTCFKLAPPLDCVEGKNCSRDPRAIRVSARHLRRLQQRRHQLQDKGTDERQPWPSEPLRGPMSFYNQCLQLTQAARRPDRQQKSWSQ
# DAX1 inh-1 = NR0B1 (DAX1) inhibition; P51843; HEK293 Gal4-DAX1 luciferase reporter, luminescence; inhibition, % at 6.75 µM; hit rate 0.99% among 340,000; AID 504766;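 active means inhibition above the mean over all tested compounds plus 3 SD, cut at about 4.2% in these data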;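 further: 0% = DAX1-transfected cells with DMSO and 100% = empty-vector control cells with DMSO; inhibition shows as a rise in luminescence from relieved DAX1 repression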
# hgDAF-12 ag = hgDAF-12 agonism, primary luciferase screen; hit rate 1.8% among 370,000; activation, % at 6.8 µM; AID 687014; HEK293 GAL4-hgDAF12 UAS-luciferase reporter, agonist luminescence; normalized to butyrate control;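 active means activation above a cutoff set at the mean of all screened compounds plus 3 SD, cut at about 10% in these data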;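 further: 0% = DMSO wells and 100% = sodium butyrate wells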
# DAX1 inh-2 = blocks DAX1 repression of SF-1 activated StAR promoter; AID 652010; HEK293T StAR-luciferase reporter, SF-1/DAX-1 repression relief; hit rate 1.1% among 370,000; inhibition, % at 6.8 µM;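 active means inhibition above the mean over all tested compounds plus 3 SD, cut at about 3.6% in these data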;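 further: 0% = DAX-1 cells with DMSO and 100% = cells lacking DAX-1 with DMSO; higher inhibition means more luminescence from relief of DAX-1 repression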
# PLCb3 inh = blocks human PLC-beta3 enzyme activity; Purified PLC-beta3, fluorogenic substrate, fluorescence; hit rate 0.18% among 370,000; inhibition, % at 12.2 µM; Q01970; in the data active means inhibition above about 11%;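 further: 0% = median of compound wells on plate and 100% = full blocker control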
# ADAM17 inh = ADAM17 inhibition, QFRET primary screen; P78536; inhibition, % at 6.95 µM; hit rate 0.83% among 370,000; AID 720648; recombinant ADAM17, EDANS/DABCYL FRET peptide cleavage;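 active means inhibition above the mean of compounds lying between control limits plus 3 SD, set per campaign, cut at about 8.5% in these data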;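 further: 0% = DMSO-only wells as the low control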
# GAA850 FXN act = activators of GAA850 frataxin (FXN) promoter. HEK293 lucGAA850 FXN promoter luciferase reporter, 24 h; percent of 10 µM SAHA response. activation, % at 6 µM. hit rate 0.56% among 360,000;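 active means activation above the average of all compounds screened plus 3 SD, cutoff fixed separately per campaign, cut at about 7.5% in these data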;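 further: 0% = DMSO wells and 100% = 10 µM SAHA wells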
# An asterisk follows results filed as active; nt = no result given. No enrichment for hits; about 6.9% have a hit in one of these screens.
SMILES,PLC-gamma1 inh,hcDAF-12 act,ADAM10 inh,ssDAF12 agonist,HGIII-sPLA2 inh,DAX1 inh-1,hgDAF-12 ag,DAX1 inh-2,PLCb3 inh,ADAM17 inh,GAA850 FXN act
Cc1ccc(C(=O)OCC(=O)Nc2ncc(C(F)(F)F)cc2Cl)cc1NC(=O)c1ccco1,-7,-0.6,-5,-1.5,-2,0.1,-0.2,0.3,-11,3,-1.2
Cc1sc2ncnc(Oc3ccc(-n4ccnc4)cc3)c2c1C,-4,-3.5,-5,-1.9,-11,0.2,-5.0,-0.3,-1,-3,-1.0
CCc1ccc(CN(C)C(=O)CCc2nc3ccccc3n(-c3ccc(OC)cc3)c2=O)cc1,-2,1.8,-2,-0.8,-4,-1.0,-1.8,-0.8,-7,-2,-2.9
O=C(c1ccc(F)cc1)N1CCC(c2ccccc2)C1 (configuration not stated),-1,2.9,2,-0.8,6,1.9,8.5,0.5,-7,-3,5.0
CC(NC(=O)c1cccc(C(F)(F)F)c1)C(c1ccccc1)N1CCOCC1 (configuration not stated),1,-2.0,-6,-1.6,1,-0.4,-1.4,-0.8,2,0,2.4
CN(C)S(=O)(=O)c1ccc2[nH]cc(/C=C/c3nc4ccccc4c(=O)n3-c3ccccc3)c2c1,-23,-1.0,1,-1.6,6,-1.5,1.6,0.7,-29,-4,-6.0
COc1ccc(C(CC(=O)NCc2ccccc2)Sc2n[nH]c(-c3ccc(Cl)cc3)n2)cc1 (configuration not stated),-1,1.2,-10,-1.2,-2,-0.8,-0.6,-0.5,-1,-4,-0.1
Cc1ccc2c(c1)NC(=O)C(CC(=O)NCCN(CC(C)C)CC(C)C)O2 (configuration not stated),0,-0.8,-4,0.2,-1,5.7*,-0.3,0.8,-1,-1,0.0
COc1ccc(-c2cn(-c3ccc(Cl)cc3)c3[n+]2CCCCC3)cc1,0,-2.6,-2,-0.7,-3,-1.0,-3.7,-0.7,-6,0,-0.3
CC[C@]12c3[nH]c4ccc(OC)cc4c3CCN1C(=O)C(CC(=O)NCCCOC)C[C@@H]2C(=O)N1CCN(C(=O)c2ccco2)CC1 (some centres not stated),1,-1.4,-9,-1.1,11,0.9,2.1,-0.3,2,-2,-0.5
CCCCn1cnc2c(SCc3ccccc3)nc(N)nc21,4,-0.1,-22,-1.0,8,0.4,4.7,2.4,-1,-6,7.2
O=C1C=C(Nc2ccc(O)cc2)C(=O)c2ccccc21,-1,8.8*,-5,0.9,11,0.4,7.2,-1.5,-4,-2,3.1
CCOC(=O)C1=C(CSc2nccn2C)NC(=O)NC1c1cc(C)ccc1C (configuration not stated),0,-1.0,2,0.3,2,0.1,-1.5,0.4,1,-4,3.1
O=C(N/N=C/c1cccc(Br)c1)c1ccc(N2CCCC2=O)cc1,-1,-1.2,-5,-1.5,3,-1.2,-1.9,-0.5,-3,-2,-4.2
O=[n+]1c2c(n([O-])c3cc(F)c(N4CCCC4)cc31)CCCC2,-237,-2.2,-9,-1.4,-40,0.8,1.6,0.9,-277,-2,3.0
CCOC(=O)N1CCN(C(=O)CSc2nnc(C3COc4ccccc4O3)o2)CC1 (configuration not stated),2,-1.7,-4,-1.1,1,0.9,2.8,-0.1,2,0,-1.5
COc1cccc(-c2cc(CNC(=O)[C@H]3O[C@@H](n4cnc5c(N)ncnc54)[C@H](O)[C@@H]3O)no2)c1,8,1.7,0,-0.7,4,nt,-3.3,0.8,1,8,nt
CC(C)N1CCN(Cc2nc3c(s2)CCCC3)CC1CCO (configuration not stated),0,-0.1,-2,-1.5,2,0.8,-0.3,1.1,-2,-1,-0.9
C=CCN(CC=C)CC(=O)Nc1cccc(Oc2cnccn2)c1,2,-1.7,3,-1.1,3,1.1,1.9,-0.5,-3,-1,-0.1
Cc1oc(C(=O)O)cc1CSCc1ccoc1C(=O)O,0,0.4,2,-1.5,3,1.4,0.9,-0.2,-2,-3,0.9
COc1cccc(-n2ccnc2SCC(=O)N2CCCc3ccccc32)c1,-1,-2.0,-6,-1.2,5,-0.4,1.2,-0.8,-1,-6,2.6
CC(=O)c1ccccc1NC(=O)COC(=O)c1cc(C)oc1C,-4,-1.1,-7,-0.4,4,0.6,3.3,1.7,-9,-2,1.1
COc1ccc(S(=O)(=O)N2CCC(C(N)=O)(N3CCCCC3)CC2)cc1,0,1.3,-1,-0.8,-2,-0.1,3.0,0.0,3,5,1.1
COc1ccccc1-n1cnc2sc(C)c(C)c2c1=O,5,0.5,-3,-0.7,-2,1.1,-1.3,-0.1,-3,3,4.1
CCOc1ccc(CC2CCC(=O)NC2=O)cc1 (configuration not stated),3,-2.8,-3,-1.0,-3,0.9,-1.3,-0.1,7,-2,0.1
Cc1cccc(/C=C2/C(=O)/C(=C/c3ccccc3C)C3CCC2N3C)c1 (configuration not stated),3,-0.5,7,-0.3,4,-0.3,-0.3,0.0,2,-2,1.2
COCCOC1CCN(Cc2cn(Cc3ccccc3)nc2-c2cc3ccccc3o2)CC1,0,-1.1,-10,-1.1,-16,1.0,2.4,0.1,-9,-4,0.9
Cc1ccc2c(c1)C(c1ccccc1)N(C(=O)c1c(F)cccc1Cl)CC(=O)N2 (configuration not stated),2,-3.3,-3,-0.9,-1,-1.3,-2.0,0.0,-6,-3,2.0
Cc1ccc(NC(=O)C2CCN(c3cnccn3)CC2)cc1,-16,0.4,-34,-1.8,-2,0.2,-0.2,-0.8,-19,-9,-1.9
O=C(CCCNC(=O)/C(=C/c1ccc(Br)cc1)NC(=O)c1ccccc1)OCc1ccccc1,-21,-0.4,-28,-1.1,-24,-1.9,-0.6,-0.1,-17,-7,-1.7
CC(C)(C)n1ncc2c(=O)n(Cc3cccc(Cn4cnc5c(cnn5C(C)(C)C)c4=O)c3F)cnc21,-2,-0.7,-8,-1.5,-1,0.3,0.2,0.2,4,1,-0.5
CSc1nc2c(c(=O)[nH]1)C(c1ccc(C(F)(F)F)cc1)CC(=O)N2 (configuration not stated),2,0.1,-2,-1.4,-6,1.0,0.6,-0.2,-2,-1,1.4
S=C(Nc1ccc(Br)cc1Cl)N1CCCC1,0,1.7,3,-0.2,4,0.9,7.0,4.1*,-5,-2,3.7
CCc1c(C)[nH]c2ccccc2c1=O,1,-0.9,7,-0.7,4,-0.3,-1.5,0.2,-1,-3,2.4
COc1cccc(-n2nnnc2SCC(=O)Nc2ccc(C(C)=O)cc2)c1,-4,-1.2,5,-1.6,-8,-0.3,0.0,-1.1,-4,2,-2.3
Cc1ccc(NC(=O)COC(=O)Cc2ccsc2)cc1S(=O)(=O)N1CCOCC1,2,-3.1,7,-0.1,-9,0.1,-0.8,0.8,1,2,0.5
COc1ccc([N+](=O)[O-])cc1NC(=O)Cc1noc2ccc(C)cc12,2,-1.3,1,-0.9,-8,0.3,4.7,0.3,-4,-3,-0.5
CC(C)c1ccc(/C=C/C2=NNC(=O)CC2)cc1,0,-0.3,-3,-0.9,-4,2.2,11*,1.6,7,-2,4.5
O=C(Nc1ccc(OC(F)(F)C(F)F)c(NC(=O)c2ccc(F)cc2)c1)c1ccc(F)cc1,4,0.5,-5,-0.6,4,0.4,0.7,-0.4,1,-2,1.7
CCN(C(=O)c1ccc(Cl)c(S(=O)(=O)Nc2c(C)n(C)n(-c3ccccc3)c2=O)c1)c1ccccc1,-1,0.6,3,-1.0,-35,-0.2,2.7,-0.1,-3,-5,0.2
Cc1cccc(NC(=O)C2CC(=O)OC23CCCCC3)c1 (configuration not stated),0,-0.3,2,-1.1,-9,-1.7,0.0,-0.3,1,-4,-1.5
COCC(C)n1c(SCC(=O)Nc2ccc3c(c2)OCCO3)nc2ccccc2c1=O (configuration not stated),4,-0.5,-10,-0.8,8,-0.2,-2.0,-0.2,-4,-2,1.3
Cc1ccccc1OCC(=O)Nc1cccc(C(=O)O)c1,0,2.9,-5,-0.6,-5,-8.9,11*,5.0*,-1,0,-3.1
COC(=O)c1sccc1NC(=O)CN1CCN(c2ccc(F)cc2)CC1,7,-3.0,3,-2.0,4,-0.4,-1.5,-0.2,3,1,3.1

# In the list so far, these have an aryl methoxy group.
SMILES,PLC-gamma1 inh,hcDAF-12 act,ADAM10 inh,ssDAF12 agonist,HGIII-sPLA2 inh,DAX1 inh-1,hgDAF-12 ag,DAX1 inh-2,PLCb3 inh,ADAM17 inh,GAA850 FXN act
CCc1ccc(CN(C)C(=O)CCc2nc3ccccc3n(-c3ccc(OC)cc3)c2=O)cc1,-2,1.8,-2,-0.8,-4,-1.0,-1.8,-0.8,-7,-2,-2.9
COc1ccc(C(CC(=O)NCc2ccccc2)Sc2n[nH]c(-c3ccc(Cl)cc3)n2)cc1 (configuration not stated),-1,1.2,-10,-1.2,-2,-0.8,-0.6,-0.5,-1,-4,-0.1
COc1ccc(-c2cn(-c3ccc(Cl)cc3)c3[n+]2CCCCC3)cc1,0,-2.6,-2,-0.7,-3,-1.0,-3.7,-0.7,-6,0,-0.3
CC[C@]12c3[nH]c4ccc(OC)cc4c3CCN1C(=O)C(CC(=O)NCCCOC)C[C@@H]2C(=O)N1CCN(C(=O)c2ccco2)CC1 (some centres not stated),1,-1.4,-9,-1.1,11,0.9,2.1,-0.3,2,-2,-0.5
COc1cccc(-c2cc(CNC(=O)[C@H]3O[C@@H](n4cnc5c(N)ncnc54)[C@H](O)[C@@H]3O)no2)c1,8,1.7,0,-0.7,4,nt,-3.3,0.8,1,8,nt
COc1cccc(-n2ccnc2SCC(=O)N2CCCc3ccccc32)c1,-1,-2.0,-6,-1.2,5,-0.4,1.2,-0.8,-1,-6,2.6
COc1ccc(S(=O)(=O)N2CCC(C(N)=O)(N3CCCCC3)CC2)cc1,0,1.3,-1,-0.8,-2,-0.1,3.0,0.0,3,5,1.1
COc1ccccc1-n1cnc2sc(C)c(C)c2c1=O,5,0.5,-3,-0.7,-2,1.1,-1.3,-0.1,-3,3,4.1
COc1cccc(-n2nnnc2SCC(=O)Nc2ccc(C(C)=O)cc2)c1,-4,-1.2,5,-1.6,-8,-0.3,0.0,-1.1,-4,2,-2.3
COc1ccc([N+](=O)[O-])cc1NC(=O)Cc1noc2ccc(C)cc12,2,-1.3,1,-0.9,-8,0.3,4.7,0.3,-4,-3,-0.5

# Limited to DAX1 inh-2 and hgDAF-12 ag, for some of the entries so far:
smiles,DAX1 inh-2,hgDAF-12 ag
COC(=O)c1sccc1NC(=O)CN1CCN(c2ccc(F)cc2)CC1,-0.2,-1.5
Cc1cccc(NC(=O)C2CC(=O)OC23CCCCC3)c1 (configuration not stated),-0.3,0.0

# Compound activity (PubChem BioAssay)
